# Bioassay records from PubChem.
# SW480 rereplic – induces DNA re-replication in SW480 colon adenocarcinoma cells. Potency, µM (titrated, usually from 46.1 µM), for the others: at the highest dose re-replication activation, usual class: activators. 340,000 tested, 1.8% active. SW480 DNA re-replication, Hoechst DNA content imaging, 48 h. AID 624297; further: potency means the concentration at half of the fitted maximal effect; % of control where 0% means no effect; nearly all actives have a fitted effect of over 55% in size
#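 Image-based read-out: total Hoechst fluorescence of nuclei (405 nm excitation, 500-530 nm emission), with hits raising the fraction of high-intensity nuclei. SW480 colon cells incubated 48 hr with compounds at 37 C.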
# D3 ag – agonists of human D3 dopamine receptor; D3R DiscoveRx beta-arrestin cells, luminescence, 90 min; max activation, %; 410,000 tested, 0.58% active; AID 652048; in the data active means max activation above about 30%; further: 0% is about no effect; mostly tested at two doses, the higher about 12 µM
# Target sequence (P35462 whole entry, looked up): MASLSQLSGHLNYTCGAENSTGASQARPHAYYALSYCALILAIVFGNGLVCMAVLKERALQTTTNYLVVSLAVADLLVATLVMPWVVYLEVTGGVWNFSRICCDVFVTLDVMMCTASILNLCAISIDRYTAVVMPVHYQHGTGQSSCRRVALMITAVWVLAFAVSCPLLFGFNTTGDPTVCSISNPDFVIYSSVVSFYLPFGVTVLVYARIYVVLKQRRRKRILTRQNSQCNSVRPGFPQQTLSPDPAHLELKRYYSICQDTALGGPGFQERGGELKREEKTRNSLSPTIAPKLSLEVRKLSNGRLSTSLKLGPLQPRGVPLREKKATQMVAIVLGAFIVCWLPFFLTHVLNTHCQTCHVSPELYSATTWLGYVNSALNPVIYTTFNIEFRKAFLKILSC
#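 Agonist mode: compounds and dopamine controls were applied to plated cells for 90 min at 37 degrees C after an overnight attachment at 1500 cells/well. Luminescent read-out followed 30 - 60 minutes at room temperature with DiscoveRx detection reagent.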
# KB-V1 cytotox – KB-V1 MDR subline cytotoxicity; Potency, µM (series often up to 46.1 µM), inactives show top-dose activity change, negative = cytotoxicity, hits mostly cytotoxic; AID 1347076; 400,000 tested, 3.4% active; KB-V1 MDR cells viability, CellTiter-Glo, 72 h; further: potency means the concentration at half of the fitted maximal effect; on the % scale 0 is the no-effect control and ±100 the full control effect; nearly all actives have a fitted effect of over 60% in size
#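 Following 72 h at 37 degrees C with compound, KB-V1 cell viability was read by CellTiter-Glo luminescence, medium being phenol-red-free DMEM plus 10% FBS; concentration-response parameters came from normalized, curve-fitted qHTS data.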
# GLP1R ag – GLP-1 receptor (human) agonism | P43220 | HEK293 GLP-1R CRE-luciferase, luminescence, 4-6 h; cells express a hypersensitive GLP-1R form | Potency, µM (highest dose often 45.6 µM), for inactives: top-dose activation, actives largely listed as activators | 380,000 tested, 0.007% active | AID 624172; further: potency means the concentration at half of the fitted maximal effect; % of control where 0% means no effect
# Target sequence (P43220 whole entry, looked up): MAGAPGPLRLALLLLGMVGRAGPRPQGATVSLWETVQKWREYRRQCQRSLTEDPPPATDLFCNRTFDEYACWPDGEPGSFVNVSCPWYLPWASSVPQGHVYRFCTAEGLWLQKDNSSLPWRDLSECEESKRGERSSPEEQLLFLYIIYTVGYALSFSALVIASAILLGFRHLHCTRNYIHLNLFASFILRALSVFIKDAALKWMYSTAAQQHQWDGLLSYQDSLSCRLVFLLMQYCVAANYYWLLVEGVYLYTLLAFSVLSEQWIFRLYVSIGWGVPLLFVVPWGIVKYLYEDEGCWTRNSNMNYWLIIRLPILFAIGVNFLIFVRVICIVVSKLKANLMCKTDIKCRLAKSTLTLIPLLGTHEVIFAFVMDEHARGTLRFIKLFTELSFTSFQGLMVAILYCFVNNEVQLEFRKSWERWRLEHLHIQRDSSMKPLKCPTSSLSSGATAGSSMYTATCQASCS
# KB-3-1 cytotox – KB-3-1 parental cell cytotoxicity. KB-3-1 viability, CellTiter-Glo ATP luminescence, 72 h. Potency, µM (doses to about 46.1 µM), for inactives: at the top dose activity change, negative = cytotoxic, usual class: cytotoxic. 400,000 tested, 1.4% active. AID 1347075; further: potency means the concentration at half of the fitted maximal effect; on the % scale 0 is the no-effect control and ±100 the full control effect; nearly all actives have a fitted effect of over 60% in size
#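 Multi-concentration cytotoxicity screen in KB-3-1 cells grown in DMEM lacking phenol red with 10% FBS. After 72 h at 37 °C with compound, ATP-dependent luminescence was recorded.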
# HT1080 IDH1KD tx – HT-1080 IDH1 knockdown cell toxicity (counter line); HT-1080 IDH1 knockdown viability, ATP luminescence, 48 h; Potency, µM (highest dose often 46.1 µM), for the others: at the top dose activity, negative = toxicity, most hits filed as cytotoxic; 360,000 tested, 2% active; AID 686971;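 further: potency means the concentration at half of the fitted maximal effect; 0% = DMSO wells and -100% = cell-free medium wells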
#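 Assay cells: HT-1080 with IDH1 knockdown, 750 per well, RPMI/5% FBS. Exposure: 48 h at 37 °C following 2 h pre-incubation. Read: CellTiter-Glo luminescence; fitted concentration-response, curve class assigned.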
# HT1080-NT tox – kills 2HG-producing HT-1080-NT fibrosarcoma cells; HT-1080-NT fibrosarcoma viability, CellTiter-Glo ATP luminescence, 48 h; Potency, µM (series often up to 46.1 µM), without a hit: top-dose activity, negative = less viability, actives largely listed as cytotoxic; 360,000 tested, 1.6% active; AID 686970;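 further: NT is the 2HG producing partner of a matched IDH1 knockdown line; potency means the concentration at half of the fitted maximal effect; 0% = DMSO-treated cells and -100% = media-only wells without cells; nearly all actives have a fitted effect of over 55% in size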
#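 Compounds were tested in concentration-response format on HT-1080-NT cells for 48 hours at 37 degrees C. Cell viability came from CellTiter-Glo luminescence; curves were classified by r2, response magnitude and activity.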
# DRD3 antagonist – blocks the human D3 dopamine receptor; D3R cells, DiscoveRx beta-arrestin luminescence, antagonist mode; stronger effect = lower value; 360,000 tested, 2.5% active; max response, negative = inhibition, %; in the data active means max response below about -50%; inconclusive means no clear call, values can overlap the other calls; further: on the % scale 0 is the no-effect control and ±100 the full control effect; mostly tested at two doses, the higher about 12 µM
#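 Cells plated overnight at 1500 cells/well, then exposed to library compounds with dopamine controls for 90 minutes at 37 degrees C. DiscoveRx reagent added for 30–60 minutes at room temperature; luminescence read, quantitative HTS format.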
# IL-1B inflam inh – inflammasome signaling inhibition, IL-1 beta readout; THP-1 LPS/ATP IL-1B secretion, AlphaLISA, 16 h; stronger effect = lower value; AID 743279; 360,000 tested, 4.7% active; activity change, % at 57.5 µM; in the data active means activity change below about -50%; inconclusive means mostly about -30% to -49%; further: on the % scale 0 is the no-effect control and ±100 the full control effect
#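 Secreted IL-1B measured by AlphaLISA bead assay after 16 h compound exposure of THP-1 cells; compounds (final up to 57.5 uM) added 1 h before LPS (250 ng/mL) and ATP (1.25 mM) stimulation; lower signal means less secretion.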
# The depositor's hits bear a star; ? = inconclusive; & = joins results of further samples; ! = not confirmed by another sample; [ ] = dose if it differs, or a comment. Unless noted, the call rests on the fitted dose curve; in most records, active means well fitted curve in the direction sought with a large enough effect; inconclusive means small, poorly fitted or top-dose-only effect, or another doubt; inactive means no such curve, though single readings can be large; an effect the other way counts as inactive or inconclusive.
item	molecule	DRD3 antagonist	HT1080 IDH1KD tx	D3 ag	IL-1B inflam inh	KB-3-1 cytotox	KB-V1 cytotox	GLP1R ag	SW480 rereplic	HT1080-NT tox
1	O=C(C1=C(O)C(=O)N(CCN2CCOCC2)C1c1ccco1)c1cc2ccccc2o1 (configuration not stated)	1.8	6.0%	-1.4	0.0	-2.7%	29.8%	-1.0%	-6.0%	-2.4%
2	C=CCN(CC=C)C(=S)NC(=O)/C=C/c1ccc(OC)cc1	-8.8	12.0%	-2.8	15.8	5.9%	-5.0%	7.7%	-3.2%	9.6%
3	COC(=O)C1CCN(C(=O)NC2CC(=O)N(c3ccc4c(c3)OCCO4)C2)CC1 (configuration not stated)	-24.5	-1.1%	1.5	3.5	24.8%	-0.2%	0.8%	-3.5%	5.2%
4	CCCCNC1=CC(=O)C(=O)c2ccccc21	-23.4	23.1µM*	-1.4	20.0	-21.3%	-17.6%	-2.9%	-40.4%[inhibitor]	-5.2%
5	Cc1ccc(S(=O)(=O)N2CC(C)C(=O)CC2C)cc1 (configuration not stated)	2.9	17.1%	0.9	8.2	-11.3%	-0.4%	6.9%	-6.4%	-3.8%
6	Cc1cnc(C(=O)OCc2ccc(C#N)cc2)cn1	15.3	12.2%	-5.9	6.4	-2.8%	7.3%	2.6%	-2.0%	6.5%
7	CCc1cc(C(=O)OC)c(N2C(=O)C3C4C=CC(C4)C3C2=O)s1 (configuration not stated)	6.3	6.6%	0.6	15.6	-17.3%	?	-7.9%	-4.4%	4.7%
8	CCOC(=O)c1c(C)n(C)c2ccc(O)c(CN3CCCCC3)c12	16.7	-5.6%	-6.4	-23.8	?	?	-11.5%	1.4%	-11.3%
9	COc1ccc(C(CNC(=O)c2cccc(S(=O)(=O)N3CCc4ccccc43)c2)N(C)C)cc1 (configuration not stated)	?	-13.6%	-15.4	-74.9*	?	-12.3%	0.0%	?	-5.6%
10	Cc1ccc(OCCn2ncc3ccccc3c2=O)c(C)c1	-9.4	1.6%	2.3	-12.5	-2.6%	11.1%	0.2%	-4.8%	1.8%
11	NC(=O)c1c(NC(=O)Cn2cnc([N+](=O)[O-])n2)sc2c1CCCC2	-5.3	6.0%	1.4	13.5	3.2%	15.0%	2.2%	-7.5%	11.8%
12	CCCCN(C(=O)c1ccc(Br)o1)C1CCS(=O)(=O)C1 (configuration not stated)	26.0	7.7%	5.1	-3.3	-2.3%	-4.4%	-1.0%	-1.4%	2.2%
13	COc1cccc(CN(C)CCCn2ccc(NC(=O)OCc3ccccc3)nc2=O)c1	16.2	-1.0%	-14.1	-13.8	12.4%	19.5%	6.3%	-5.0%	1.7%
14	CCOC(=O)C1=C(C)Nc2ccccc2N=C1NC(=O)C(c1ccccc1)c1ccccc1	-6.9	-21.8%	-8.8	12.4	-11.8%	?	5.5%	1.1%	-17.5%
15	O=C(NCc1ccccc1F)C12CC3CC(CC(C3)C1)C2	-7.8	8.2%	-4.9	0.2	6.5%	0.3%	6.4%	-94.5%[inhibitor]	-22.3%
16	Nc1cccc(-c2cnc3ccccc3n2)c1	-13.7	13.8%	0.8	-3.5	0.7%	12.6%	2.9%	-4.7%	3.3%
17	COCCn1c(=O)c2c(nc3n2CCCN3CCc2ccc(OC)c(OC)c2)n(C)c1=O	35.0	-19.3%	0.5	17.2	22.8%	4.9%	23.3%	-4.6%	-12.0%
18	COc1ccc(CCNC(=O)CCSCc2ccccc2F)cc1OC	0.6	9.5%	0.4	3.0	4.2%	5.2%	23.0%	-48.0%	4.5%
19	O=C(CCc1ccccc1)NC1CCSC1=O (configuration not stated)	-3.5	-0.1%	-3.5	17.5	0.7%	-0.1%	-5.7%	-13.8%	-2.4%
20	O=C1NC(=Nc2ccccc2)SC1Cc1cccc(Cl)c1Cl (configuration not stated)	?	-9.3%	-12.1	-13.8	-4.8%	-13.7%	5.4%	2.7%	-8.6%
21	O=C(c1ccc(F)cc1)N1CCN(c2cc(=O)[nH]nc2-c2ccccc2)CC1	?	0.9%	-1.2	33.0	-4.4%	15.7%	-8.1%	-6.9%	-8.6%
22	CC1(C)C2(C#N)C(N)=NC3(OCCO3)C12C#N (configuration not stated)	?	1.3%	1.3	0.0	-3.4%	9.4%	-2.5%	1.3%	1.8%
23	COc1ccc(/C=C/C(=O)NC(C)CCc2ccccc2)cc1OC (configuration not stated)	-21.9	0.8%	-8.4	-9.2	1.1%	-1.0%	14.1%	?	-0.7%
24	COc1ccc(/C=C/C(=O)OC(C)CN2CCCCC2)cc1 (configuration not stated)	-14.4	8.1%	-16.2	-18.1	12.3%	0.0%	3.0%	?	3.8%
25	COc1ccc(NC(=O)COC(=O)C2CC(=O)N(CCc3ccc(OC)c(OC)c3)C2)cc1Cl (configuration not stated)	12.6	18.3%	-7.1	-3.0	7.2%	-4.3%	-0.1%	?	3.8%
26	Nc1ccc(C(=O)N/N=C/c2c[nH]c3ccccc23)cc1	-1.6	4.4%	4.3	1.8	0.4%	?	6.6%	-25.2%	5.6%
27	COc1cc(NC(=O)COc2ccccc2)ccc1NC(=O)c1ccco1	-2.9	24.3%	1.7	?	-2.4%	12.1%	15.9%	-1.6%	7.1%
28	c1ccc(OCCCc2nc(-c3ccncc3)no2)cc1	-52.2*	1.5%	2.4	-3.3	-0.4%	-27.3%	9.6%	-1.8%	-5.0%
29	CC12CCC(=O)CC1CCC1C2CCC2(C)C1CCC2(O)C(=O)CO (configuration not stated)	-18.3	-2.5%	-3.3	-2.6	-15.1%	-1.5%	4.2%	4.6%	-4.0%
30	Cc1cccc(C)c1NC(=O)C(NC=O)c1ccccc1Cl (configuration not stated)	-20.0	7.9%	-3.4	?	5.1%	1.8%	0.7%	-12.9%	12.7%

# Next part, overlapping the part above by 2 compounds.
item	molecule	DRD3 antagonist	HT1080 IDH1KD tx	D3 ag	IL-1B inflam inh	KB-3-1 cytotox	KB-V1 cytotox	GLP1R ag	SW480 rereplic	HT1080-NT tox
29	CC12CCC(=O)CC1CCC1C2CCC2(C)C1CCC2(O)C(=O)CO (configuration not stated)	-18.3	-2.5%	-3.3	-2.6	-15.1%	-1.5%	4.2%	4.6%	-4.0%
30	Cc1cccc(C)c1NC(=O)C(NC=O)c1ccccc1Cl (configuration not stated)	-20.0	7.9%	-3.4	?	5.1%	1.8%	0.7%	-12.9%	12.7%
31	COc1ccc(/C(O)=C2/C(=O)C(=O)N(CC3CCCO3)C2c2cccc(O)c2)cc1 (configuration not stated)	-22.4	-8.1%	-10.3	-10.7	0.1%	-2.5%	-13.8%	8.4%	-2.8%
32	Cc1ccc(CNC(=O)c2ccc(CS(=O)Cc3ccccc3Cl)o2)cc1 (configuration not stated)	5.2	-7.5%	1.1	-15.4	?	?	0.1%	?	-9.5%
33	CC(=O)c1cccc(NC(=O)CCc2nc3sc4c(c3c(=O)[nH]2)CCCC4)c1	15.8	-17.9%	6.7	28.5	7.7%	0.0%	1.6%	36.8%	?
34	O=C1c2ccccc2C(=O)N1CN(C(=O)c1ccccc1)c1ccc(O)cc1	10.8	3.5%	2.7	-8.4	0.8%	9.0%	5.9%	-56.3%[inhibitor]	11.1%
35	CC(O)c1nc2ccc(C(=O)O)cc2[nH]1 (configuration not stated)	9.1	2.7%	6.4	5.8	24.3%	0.0%	-1.4%	26.2%	7.4%
36	O=C(Nc1ccc2oc(-c3ccc4ccccc4c3)nc2c1)c1cccs1	36.4	-2.4%	11.4	17.5	?	-2.6%	-13.4%	12.7%	-2.4%
37	O=S(=O)(Nc1ccc2c(c1)oc1ccccc12)N1CCCC1	-11.0	?	0.1	-7.9	4.0%	1.6%	8.8%	-1.9%	?
38	CC1(C)CC(=O)C(N=Nc2cc(C(F)(F)F)ccc2Cl)=C(O)C1	-18.1	3.6%	-8.3	-14.7	-4.9%	8.3%	-3.0%	-18.4%	4.2%
39	C/C(=N\NC=O)c1ccncc1	-0.7	0.8%	1.9	0.0	11.1%	-6.0%	-3.4%	-25.7%	-6.6%
40	CC(=O)Nc1nc(C)c(-c2csc(Nc3ccccn3)n2)s1	20.4&13.4	?	16.6&-2.8	-78.9*!	?	0.0%&-9.7%	18.7%&21.5%	1.0%&-4.2%	-28.4%&-17.9%
41	CC(C)N(Cc1ccccc1)C(=O)CN1C(=O)NC(Cc2ccccc2)(c2ccccc2)C1=O (configuration not stated)	-16.0	-11.1%	-7.3	-17.0	-5.5%	?	2.9%	16.8%	-13.0%
42	O=C1c2cccnc2C(Nc2ccc(S(=O)(=O)N3CCCCCC3)cc2)N1Cc1ccccc1 (configuration not stated)	27.8	-20.8%	-10.5	?	6.3%	-4.0%	1.0%	0.8%	0.6%

# Some of the entries so far, with one line to a screen:
34. O=C1c2ccccc2C(=O)N1CN(C(=O)c1ccccc1)c1ccc(O)cc1
35. CC(O)c1nc2ccc(C(=O)O)cc2[nH]1 (configuration not stated)
Assay by compound	34	35
DRD3 antagonist	10.8	9.1
HT1080 IDH1KD tx	3.5%	2.7%
D3 ag	2.7	6.4
IL-1B inflam inh	-8.4	5.8
KB-3-1 cytotox	0.8%	24.3%
KB-V1 cytotox	9.0%	0.0%
GLP1R ag	5.9%	-1.4%
SW480 rereplic	-56.3%[inhibitor]	26.2%
HT1080-NT tox	11.1%	7.4%

# Copied from the list.
# KB-3-1 cytotox, CC(C)N(Cc1ccccc1)C(=O)CN1C(=O)NC(Cc2ccccc2)(c2ccccc2)C1=O (configuration not stated) → -5.5%
# GLP1R ag, O=S(=O)(Nc1ccc2c(c1)oc1ccccc12)N1CCCC1 → 8.8%
# SW480 rereplic, O=C1c2ccccc2C(=O)N1CN(C(=O)c1ccccc1)c1ccc(O)cc1 → -56.3%[inhibitor]
# KB-3-1 cytotox, COc1ccc(/C(O)=C2/C(=O)C(=O)N(CC3CCCO3)C2c2cccc(O)c2)cc1 (configuration not stated) → 0.1%
# KB-V1 cytotox, C/C(=N\NC=O)c1ccncc1 → -6.0%
